# Bioassay records: PubChem BioAssay, National Center for Advancing Translational Sciences (NCATS)
# TRHR ag – qHTS for Small Molecule Agonists and Allosteric Enhancers of Human TRH Receptor: Primary Screen for Agonists. Thyrotropin-releasing hormone receptor (Homo sapiens), P34981. TRHR cells, calcium flux fluo-8, FDSS agonist mode. activation, % at 2 µM. 0.18% of 360,000 active; in the data active = activation above about 30%; note: 0% is about no effect
#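 Read-out: compound-evoked intracellular calcium rise in TRHR cells, fluo-8 dye, kinetic FDSS fluorescence at 1 s/cycle following a 10-cycle baseline. Cells cultured overnight before dye loading (30 min–1.5 h, RT).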
# D2 agonist – HTS Assay for Allosteric Agonists of the Human D2 Dopamine Receptor: Primary Screen for Agonists; 0.53% of 340,000 active; HEK293 T-REx D2 cells, calcium flux agonist mode; activation, % at 2 µM; AID 485358, 2010; D(2) dopamine receptor (Homo sapiens), P14416;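 active = activation over 3 SD above normal in the single-dose calcium agonist read, cut at about 30% in these data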; note: 0% is about no effect
# Target sequence (P14416 whole entry, looked up): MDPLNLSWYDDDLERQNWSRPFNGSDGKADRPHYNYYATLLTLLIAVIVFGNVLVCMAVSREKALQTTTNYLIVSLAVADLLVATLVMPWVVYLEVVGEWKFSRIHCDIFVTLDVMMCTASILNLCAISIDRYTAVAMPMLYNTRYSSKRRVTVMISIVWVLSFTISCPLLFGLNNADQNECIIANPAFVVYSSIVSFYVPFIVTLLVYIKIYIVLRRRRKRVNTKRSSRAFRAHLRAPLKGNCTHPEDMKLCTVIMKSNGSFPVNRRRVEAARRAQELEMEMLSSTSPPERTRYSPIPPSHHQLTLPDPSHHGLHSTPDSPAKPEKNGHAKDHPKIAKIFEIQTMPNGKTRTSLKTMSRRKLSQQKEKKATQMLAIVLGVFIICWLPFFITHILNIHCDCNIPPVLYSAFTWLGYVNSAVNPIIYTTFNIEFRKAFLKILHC
#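 Tetracycline-induced HEK293 T-REx cells with force-coupled D2 receptor, plated overnight at 30 C, loaded with no-wash calcium dye. After a 10 s baseline, compound was pin-added and calcium flux read kinetically for 180 s; calcium rises flagged agonists.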
# D2 antagonist – HTS Assay for Allosteric Antagonists of the Human D2 Dopamine Receptor: Primary Screen for Antagonists. D(2) dopamine receptor (Homo sapiens), P14416. HEK293 TREx D2 cells, calcium flux, dopamine EC80. inhibition, % at 10 µM. 2% of 340,000 active. AID 485344, 2010; in the data active = inhibition above about 30%; note: 0% is about no effect
#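 Calcium mobilization kinetics were recorded at 1 s intervals in tetracycline-induced HEK293 T-REx D2 cells, first for 180 s after compound addition and then 180 s after EC80 dopamine.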
# TRHR PAM – qHTS for Small Molecule Agonists and Allosteric Enhancers of Human TRH Receptor: Primary Screen for Enhancers | enhancement, % at 2 µM | AID 493056, 2011 | Thyrotropin-releasing hormone receptor (Homo sapiens), P34981 | TRHR cells, fluo-8 calcium fluorescence, EC20 TRH enhancement | 0.66% of 360,000 active; in the data active = enhancement above about 30%; note: 0% is about no effect
#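 Enhancer read-out: after compound pinning and an initial kinetic agonist-mode read, an EC20 of TRH (10 nM final) was injected and fluo-8 calcium signal (Ex 480/Em 530) followed at 1 s/cycle for 100 cycles in TRHR-expressing cells.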
# rTrxR1 inhibitor – qHTS Assay for Inhibitors of Mammalian Selenoprotein Thioredoxin Reductase 1 (TrxR1): qHTS | Potency, µM (top dose mostly 114 µM), for the others: at the top dose activity change, negative = inhibition, actives largely listed as inhibitors | Thioredoxin reductase 1, cytoplasmic (Rattus norvegicus), O89049 | recombinant rTrxR1, NADPH fluorescence consumption, selenite substrate | 1% of 390,000 active; note: potency is the fitted concentration of half-maximal effect; % is set by controls: 0 for no effect and ±100 for the full control effect; nearly all actives have a fitted effect of over 65% in size
#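 Rat TrxR1 (90 nM in the dispensed reagent) was pre-reduced with 400 uM NADPH for 5 min at room temperature, then incubated with compound for 15 min. After 400 uM selenite was added, NADPH fluorescence (Ex 340/Em 450 nm) was followed for 8 min.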
# IDH1 R132H inh – qHTS for Inhibitors of mutant isocitrate dehydrogenase 1 (IDH1): qHTS. AID 602179, 2012. 0.093% of 390,000 active. Isocitrate dehydrogenase [NADP] cytoplasmic (Homo sapiens), O75874. Potency, µM (top dose mostly 76.6 µM), without a hit: at the top dose activity change, negative = inhibition, usual class: inhibitors. IDH1-R132H enzyme, NADPH consumption, diaphorase/resazurin fluorescence; note: potency is the fitted concentration of half-maximal effect; % is set by controls: 0 for no effect and ±100 for the full control effect; nearly all actives have a fitted effect of over 65% in size
# Target sequence (O75874 whole entry R132H, stated change not applied): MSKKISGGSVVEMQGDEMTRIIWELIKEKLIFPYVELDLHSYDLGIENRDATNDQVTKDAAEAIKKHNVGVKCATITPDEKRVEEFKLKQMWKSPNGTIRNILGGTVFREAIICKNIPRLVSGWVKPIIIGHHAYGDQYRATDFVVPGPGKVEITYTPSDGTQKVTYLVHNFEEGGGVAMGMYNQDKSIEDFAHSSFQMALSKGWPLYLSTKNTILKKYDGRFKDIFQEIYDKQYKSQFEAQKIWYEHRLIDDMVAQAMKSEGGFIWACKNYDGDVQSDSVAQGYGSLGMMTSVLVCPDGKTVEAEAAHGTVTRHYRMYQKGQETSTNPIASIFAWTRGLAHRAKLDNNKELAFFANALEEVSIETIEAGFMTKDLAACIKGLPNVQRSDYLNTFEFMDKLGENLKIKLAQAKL
#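 IDH1-R132H (0.5 ug/mL) preincubated 30 min with compound, then NADPH (0.016 mM) and alpha-KG (2 mM) added; 80 min at RT, pH 7.5. Remaining NADPH coupled via diaphorase/resazurin to fluorescence (540/590 nm); concentration-response curves normalized to no-enzyme control.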
# PI4K2A block – qHTS for small molecular inhibitors of PI4K2A | purified PI4K2A, ADP-Glo luminescence, 1 h; hits give low values | activity change, negative = inhibition, % at 76.9 µM | 0.13% of 420,000 active; in the data active = activity change below about -50%; inconclusive = mostly about -30% to -49%;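 note: -100% = wells without enzyme as full effect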
#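 Compounds are screened against recombinant PI4K2A using PI as substrate and ATP, the latter dispensed at 300 microM. Reactions run one hour at ambient temperature before ADP-Glo detection; full inhibition defined by wells lacking enzyme.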
# TrxR1 substrate – qHTS Assay for Substrates of Mammalian Selenoprotein Thioredoxin Reductase 1 (TrxR1): qHTS; Potency, µM (titrated, usually from 114 µM), for inactives: at the top dose activity change, negative = substrate turnover; 0.01% of 390,000 active; AID 588456, 2011; purified TrxR1 substrate turnover, NADPH consumption readout; Thioredoxin reductase 1, cytoplasmic (Rattus norvegicus), O89049; note: potency is the fitted concentration of half-maximal effect; % is set by controls: 0 for no effect and ±100 for the full control effect; nearly all actives have a fitted effect of over 50% in size
#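 Rat TrxR1, dispensed at 90 nM, was prereduced with 400 uM NADPH (final) for 5 min at ~22 deg C, then incubated with compound 15 min before 400 uM selenite. A first-read NADPH fluorescence drop versus no-compound background flagged substrates.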
# USP1-UAF1 inh – Inhibitors of USP1/UAF1: Primary Screen. Ubiquitin carboxyl-terminal hydrolase 1 (Homo sapiens), O94782. recombinant USP1/UAF1, Ub-Rhodamine cleavage fluorescence. Potency, µM (series often up to 57.1 µM), for inactives: at the top dose activity change, negative = inhibition, usual class: inhibitors. 0.23% of 390,000 active; note: potency is the fitted concentration of half-maximal effect; % is set by controls: 0 for no effect and ±100 for the full control effect; nearly all actives have a fitted effect of over 60% in size; inactives centre near -12
#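 USP1/UAF1 complex at 1 nM was preincubated with compound for 15 min at room temperature, then Ub-Rho substrate (150nM final) was added. Fluorescence (480/540 nm) was read kinetically, 6 reads every 60 seconds.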
# * marks the source's active call; other numbers are inactive results; ? = inconclusive; / = not tested or not shown; [ ] = remark or other dose. Unless noted, calls come from the whole dose curve; as a rule, active = well fitted inhibition curve with a large enough effect; inconclusive = small, poorly fitted or top-dose-only effect; inactive = no such curve, though single readings can be large or run the other way. An unsorted share of the library, and some 3.9% of all compounds hit somewhere here.
# Values run as follows: TRHR ag	D2 agonist	D2 antagonist	TRHR PAM	rTrxR1 inhibitor	IDH1 R132H inh	PI4K2A block	TrxR1 substrate	USP1-UAF1 inh
COC1(NS(=O)(=O)c2ccc(Br)cc2)C(C)=CC(=O)C=C1C
→ -1.0	0.8	-5	3	-28%	3%	0	0%	-23%
CCOC(=O)c1ccc(NC(=O)N2CCN(c3ccccn3)CC2)cc1
→ 0.0	/	/	9	-2%	2%	4	7%	-13%
O=C(Nc1ccccn1)c1ccc(Cl)s1
→ 0.0	0.4	2	1	14%	0%	-2	1%	-26%
CCNC(=O)NC(=O)C(C)Sc1nc2ccccc2n1CC(C)C (configuration not stated)
→ 0.3	-1.1	-6	-3	-11%	6%	5	-12%	-1%
COc1ccc(C2CC(c3ccc4ccccc4c3)=NN2C(=O)CN2C(=O)CCC2=O)cc1 (configuration not stated)
→ 0.3	/	/	3	-17%	0%	-1	13%	-7%
CC(C)NC(=O)NC(=O)CSc1nnc(-c2c[nH]c3ccccc23)o1
→ -0.5	/	/	-4	0%	16%	27	-7%	-9%
O=C(NCCc1ccccn1)C(F)(F)C(F)(F)C(F)(F)C(F)(F)C(F)(F)C(F)(F)C(F)(F)C(F)F
→ 0.9	-0.3	23	11	8%	5%	3	-12%	-24%
CC(=O)Nc1ccc(C(=O)Nc2nc(-c3cccnc3)cs2)cc1
→ 0.8	-0.5	-21	1	4%[57.1 µM]	21%	1	-7%	?
O=[N+]([O-])c1ccccc1/C=C/CN1CCC(O)CC1
→ -0.1	/	/	-1	18%	-3%	11	1%	-18%
C[C@H](CO)N1C[C@H](C)[C@@H](CN(C)S(=O)(=O)c2cn(C)cn2)Oc2ccc(NC(=O)Cn3cnnn3)cc2C1=O
→ /	/	/	/	-20%	-11%	1	5%	-21%
CNc1ccc(Br)cc(C(=O)/C=C/c2cccc(Cl)c2Cl)c1=O
→ 5.2	3.5	-4	3	11µM*	7%	0	5%	?
CC(C)C(NC(=O)c1c(F)cccc1F)C(=O)NNC(=O)c1ccccc1 (configuration not stated)
→ /	/	/	/	17%	2%	0	4%	-15%
COc1cc([N+](=O)[O-])ccc1NC(=O)Cc1ccc(C)cc1
→ -0.3	-1.0	11	-6	17%	-4%	-1	-6%	-16%
Cc1cc(NC(=O)C(C)SCC(=O)Nc2ccccc2N2CCCCC2)no1 (configuration not stated)
→ 2.6	-1.3	20	-3	-8%	4%	-1	-13%	-7%
CCn1c(C)cc2c(c1=O)C(c1ccc3c(c1)OCO3)C(C#N)=C(N)O2 (configuration not stated)
→ 0.4	0.3	-15	-3	-5%	-3%	-12	4%	-3%
COc1ccc(NC(=O)Cn2cnc3c(cnn3-c3ccc(C)c(C)c3)c2=O)c(OC)c1
→ -0.6	-0.4	11	0	3%	0%	5	-1%	-9%
N#Cc1ccccc1COc1ccc(/C=C/C(=O)O)cc1
→ -0.1	0.4	-2	4	24%[57.1 µM]	27%	-1	4%[57.1 µM]	6%
CCOC(=O)N1CCN(Cc2nc(C3CC3)no2)CC1
→ -1.5	-1.4	-11	-2	17%[57.1 µM]	5%	-17	7%[57.1 µM]	-2%
COc1ccc(OC)c(/C=N/Nc2cc(C)nc(N3CCOCC3)n2)c1
→ 0.2	-0.9	-2	-1	18%	0%	4	16%	-20%
CC1CCCC(C)N1C(=O)c1ccccc1Nc1ccc(SC(F)F)cc1 (configuration not stated)
→ 0.2	0.1	-6	-8	-16%	1%	4	-13%	-13%
CCC(C)NCC(=O)Nc1ccc(S(N)(=O)=O)cc1 (configuration not stated)
→ 1.0	1.1	-12	3	-6%[57.1 µM]	-3%	1	-5%[57.1 µM]	-13%
CCOC(=O)c1ccc(NC(=O)c2ccc(NC(=O)c3ccccc3)cc2)cc1
→ 1.0	-0.3	7	1	-3%	3%	1	3%	-19%
CCOc1ccc(C2CC(=O)n3nc(-c4ccc(C)cc4)nc3S2)cc1 (configuration not stated)
→ -0.1	-1.1	/	-2	34%	-17%	1	4%	1%
CN(c1ccccc1)S(=O)(=O)c1cccc(NC(=O)C2CC(=O)N(Cc3ccccc3)C2)c1 (configuration not stated)
→ 0.1	-1.6	-6	-9	9%	0%	6	-10%	-8%
O=C(NCCCn1ccnc1)c1ccc(COc2ccccc2)o1
→ -0.4	-0.5	-9	3	2%	2%	-3	-4%	-17%
COCC(=O)N1c2nc(-c3ccco3)nn2C2(CCCCC2)[C@@H]2CCCC[C@@H]21
→ -1.0	-2.0	/	0	0%	-15%	-13	-1%	-2%
CC(Nc1cc(C)cc(C)c1)=[N+](C)CCNS(=O)(=O)c1ccc(Cl)cc1
→ 0.4	0.5	0	26	5%	-20%	-15	0%	-13%
COc1cccc(CCNC(=O)CCc2nnc(-c3ccc4c(c3)OCO4)o2)c1
→ -0.6	-1.8	-5	1	4%	4%	-2	6%	-15%
COc1cccc(-c2nc(CS(=O)(=O)CC(=O)NCc3ccc4c(c3)OCO4)c(C)o2)c1
→ -0.4	0.8	1	16	14%	-1%	3	8%	-13%
CCC(=O)c1c[nH]c(C(=O)NCc2cccc(C(F)(F)F)c2)c1
→ 1.6	1.0	-22	-14	14%[57.1 µM]	9%	-5	-20%[57.1 µM]	-14%

# In another format: entries from further up
structure: CCC(C)NCC(=O)Nc1ccc(S(N)(=O)=O)cc1 (configuration not stated)
  TRHR ag: 1.0	D2 agonist: 1.1	D2 antagonist: -12	TRHR PAM: 3	rTrxR1 inhibitor: -6%[57.1 µM]	IDH1 R132H inh: -3%	PI4K2A block: 1	TrxR1 substrate: -5%[57.1 µM]	USP1-UAF1 inh: -13%

structure: CCOC(=O)c1ccc(NC(=O)c2ccc(NC(=O)c3ccccc3)cc2)cc1
  TRHR ag: 1.0	D2 agonist: -0.3	D2 antagonist: 7	TRHR PAM: 1	rTrxR1 inhibitor: -3%	IDH1 R132H inh: 3%	PI4K2A block: 1	TrxR1 substrate: 3%	USP1-UAF1 inh: -19%

structure: CCOc1ccc(C2CC(=O)n3nc(-c4ccc(C)cc4)nc3S2)cc1 (configuration not stated)
  TRHR ag: -0.1	D2 agonist: -1.1	D2 antagonist: /	TRHR PAM: -2	rTrxR1 inhibitor: 34%	IDH1 R132H inh: -17%	PI4K2A block: 1	TrxR1 substrate: 4%	USP1-UAF1 inh: 1%

structure: CN(c1ccccc1)S(=O)(=O)c1cccc(NC(=O)C2CC(=O)N(Cc3ccccc3)C2)c1 (configuration not stated)
  TRHR ag: 0.1	D2 agonist: -1.6	D2 antagonist: -6	TRHR PAM: -9	rTrxR1 inhibitor: 9%	IDH1 R132H inh: 0%	PI4K2A block: 6	TrxR1 substrate: -10%	USP1-UAF1 inh: -8%

# (continued)
# Abbreviations – A = TRHR ag; B = D2 agonist; C = D2 antagonist; D = TRHR PAM; E = rTrxR1 inhibitor; F = IDH1 R132H inh; G = PI4K2A block; H = TrxR1 substrate; I = USP1-UAF1 inh
compound: CCCCNC(=O)c1ccc2c(=O)n(-c3ccccc3)c(=O)[nH]c2c1
  A = 0.3; B = 0.0; C = /; D = 0; E = 23%; F = -4%; G = 1; H = 9%; I = -28%
compound: O=C(CSc1nnc(-c2ccco2)o1)c1ccc(O)cc1O
  A = 0.1; B = -0.5; C = 8; D = -1; E = 6%; F = -2%; G = -1; H = 6%; I = -32%
compound: CC1CC(C)CN(S(=O)(=O)c2ccc(C(=O)N3CCCC3)cc2)C1 (configuration not stated)
  A = -1.0; B = 0.1; C = 17; D = 8; E = 9%; F = 2%; G = 1; H = -1%; I = 1%
compound: Cc1cccc(C)c1N1CCN(c2cc(Cl)nc(N)n2)CC1
  A = 0.4; B = -2.0; C = -4; D = -8; E = 23%[57.1 µM]; F = 1%; G = 5; H = -9%[57.1 µM]; I = -22%
compound: O=C(CCN1C(=O)/C(=C/c2ccccc2)SC1=S)Nc1ccccn1
  A = 0.2; B = -0.4; C = 1; D = 2; E = -7%; F = 2%; G = 0; H = -4%; I = -24%
compound: O=C(COc1ccccc1)Nc1cc2c3c(c1)CC(=O)N3CCC2
  A = -0.3; B = 0.2; C = 5; D = -4; E = 2%; F = 7%; G = 0; H = 3%; I = -4%
compound: CC1(C)O[C@@H]2[C@H](O1)[C@@H](COS(=O)(=O)O)O[C@H]2n1cnc2c(=O)[nH]cnc21
  A = 0.5; B = 0.1; C = 11; D = 5; E = 7%; F = -12%; G = -4; H = 2%; I = 0%
compound: Cc1ccc(-c2nc(-c3ccncc3)no2)c(C)c1
  A = -0.3; B = 0.6; C = 6; D = -13; E = 15%; F = 3%; G = 5; H = -2%; I = -17%
compound: COc1ccc(OCCOC(=O)c2cccc(-n3cnnn3)c2)cc1
  A = -0.2; B = 0.7; C = 18; D = 3; E = -18%; F = 2%; G = -3; H = -16%; I = -4%
compound: CC(C)(C)C(=O)/C=C(\N)c1ccncc1
  A = 0.0; B = -0.7; C = -1; D = -12; E = 4%[57.1 µM]; F = 2%; G = 6; H = 5%[57.1 µM]; I = -13%
